# Mtb BioA inh – BioA (M. tuberculosis) enzyme inhibition. purified M. tuberculosis BioA enzyme, plate reader. inhibition, % at 9.99 µM. hit rate 0.096% among 360,000. AID 602481; in the data active = inhibition above about 40%
# * marks the source's active call; other numbers are inactive results.
structure	Mtb BioA inh
C=CCNC(=O)[C@@H]1[C@H]2C(=O)O[C@H](c3ccccc3)[C@H](c3ccccc3)N2[C@H](c2ccccc2OCCO)[C@@]12C(=O)N(C(=O)OCCOC)c1ccc(C#Cc3ccc(OC)cc3)cc12	-1.5
C[C@H](CO)N1C[C@H](C)[C@@H](CN(C)CC2CC2)OCCCC[C@H](C)Oc2ccc(NC(=O)c3ccncc3)cc2C1=O	0.3
O=C(C[C@@H]1CC[C@@H]2[C@H](COC[C@H](O)CN2C(=O)Nc2ccc(Cl)cc2)O1)N1CCCCC1	0.3
O=C(C1CCC1)N1CCCCN2[C@H](CO)[C@@H](c3ccc(C#CC4CCCC4)cc3)[C@H]2C1	2.0
C[C@@H]1CN([C@H](C)CO)C(=O)c2cc(NC(=O)C3CCCCC3)ccc2O[C@@H]1CN(C)Cc1ccccc1	1.8
CCCC#Cc1ccc2c(c1)O[C@H](CN(C)C(=O)CC)[C@@H](C)CN([C@H](C)CO)S2(=O)=O	-0.5
CC(=O)NC[C@H]1[C@H](c2ccc(-c3ccccc3)cc2)[C@H](CO)N1C(=O)C1CC1	-0.8
CN1C(=O)c2cc(NC(=O)Nc3ccccc3F)ccc2OC[C@H]2O[C@H](CC(=O)O)CC[C@@H]21	1.8
O=C(C[C@H]1CC[C@@H]2[C@H](COC[C@@H](O)CN2S(=O)(=O)c2ccccc2)O1)NCc1ccc(-c2ccccc2)cc1	1.7
COC(=O)C[C@H]1CC[C@@H]2[C@H](COC[C@@H](O)CN2S(=O)(=O)c2cn(C)cn2)O1	-3.1
C[C@H]1CN([C@@H](C)CO)C(=O)Cc2cc(NC(=O)C3CC3)ccc2O[C@@H]1CN(C)Cc1ccc(C(=O)O)cc1	2.5
CO[C@@H]1CN(C)C(=O)c2ccc(NC(C)=O)cc2OC[C@@H](C)N(C(=O)C2CCC2)C[C@@H]1C	1.8
O=C(C[C@@H]1C=C[C@@H](NC(=O)C2CCC2)[C@@H](CO)O1)NCCCN1CCOCC1	-4.5
CC(=O)N(C)C[C@@H]1Oc2cc(C#Cc3cccnc3)ccc2S(=O)(=O)N([C@@H](C)CO)C[C@H]1C	8.0
C[C@@H]1CN([C@@H](C)CO)C(=O)Cc2cc(NC(=O)CCN3CCOCC3)ccc2O[C@H]1CN(C)Cc1ccc(C(F)(F)F)cc1	0.7
C[C@@H]1CN([C@@H](C)CO)C(=O)c2cccc(NC(=O)Nc3ccc4c(c3)OCO4)c2O[C@H]1CN(C)Cc1ccncc1	2.3
O=C(NCC1CCCCC1)[C@@H]1[C@@H](CO)[C@@H]2Cn3c(ccc(C4=CCCC4)c3=O)[C@H]1N2	-2.3
CC(C)NC(=O)N(C)C[C@H]1OCCCC[C@@H](C)Oc2ccc(NS(=O)(=O)c3ccc(F)cc3)cc2C(=O)N([C@@H](C)CO)C[C@H]1C	2.8
O=C(NCc1ccccc1Cl)[C@H]1[C@H](CO)[C@H]2Cn3c(cccc3=O)[C@H]2N1C(=O)C1CCCC1	-0.5
C[C@H]1CN([C@@H](C)CO)C(=O)c2cccc(NS(=O)(=O)c3cccs3)c2O[C@H]1CN(C)S(=O)(=O)c1ccccc1	1.7
C[C@@H]1CCCCO[C@@H](CN(C)C)[C@@H](C)CN([C@@H](C)CO)C(=O)c2cc(NS(=O)(=O)c3ccc(F)cc3)ccc2O1	-1.3
C[C@H]1CCCCO[C@@H](CN(C)C(=O)Nc2ccc(C(F)(F)F)cc2)[C@@H](C)CN([C@@H](C)CO)C(=O)c2cc(NC(=O)CCC(F)(F)F)ccc2O1	-0.2
C[C@H]1CN([C@@H](C)CO)C(=O)Cc2cc(NC(=O)C3CCCCC3)ccc2O[C@@H]1CN(C)S(=O)(=O)c1cn(C)cn1	-2.1
C[C@@H]1CN([C@@H](C)CO)C(=O)Cc2cc(NC(=O)Cn3cnnn3)ccc2O[C@@H]1CN(C)S(=O)(=O)c1cccs1	0.0
C[C@@H]1CN([C@H](C)CO)C(=O)c2cc(NS(C)(=O)=O)ccc2O[C@H]1CN(C)Cc1ccc(C(F)(F)F)cc1	-2.3
C[C@H]1CN([C@@H](C)CO)S(=O)(=O)c2ccc(C#CC3CCCCC3)cc2O[C@H]1CN(C)C	2.3
CO[C@@H]1CN(C)C(=O)c2ccc(NC(C)=O)cc2OC[C@@H](C)N(C(=O)Cc2ccccn2)C[C@@H]1C	5.8
O=C(C[C@H]1CC[C@H](NC(=O)Nc2ccc(C(F)(F)F)cc2)[C@@H](CO)O1)NCCN1CCCC1	-3.4
C[C@@H]1CCCCO[C@H](CN(C)C(=O)Cc2ccccc2)[C@@H](C)CN([C@@H](C)CO)C(=O)c2cc(NC(=O)Nc3ccc4c(c3)OCO4)ccc2O1	-0.9
CO[C@@H]1CN(C)C(=O)c2ccc(NC(=O)Nc3ccccc3Cl)cc2OC[C@@H](C)N(C)C[C@H]1C	7.1
C[C@@H](NC(=O)[C@H]1[C@H](CO)[C@H]2Cn3c(ccc(-c4cccnc4)c3=O)[C@H]2N1C)c1ccccc1	2.0
C[C@H](CO)N1C[C@H](C)[C@H](CN(C)C(=O)Nc2cccc(F)c2)Oc2ncc(C#CCN(C)C)cc2C1=O	-5.0
CC(=O)N[C@H]1CC[C@H](CCNC(=O)C2CCC2)O[C@H]1CO	3.1
COc1cccc(S(=O)(=O)N[C@@H]2C=C[C@@H](CC(=O)NCc3ccncc3)O[C@H]2CO)c1	-1.4
CCC(=O)Nc1ccc2c(c1)OC[C@@H](C)N(Cc1cncnc1)C[C@H](C)[C@@H](OC)CN(C)C2=O	2.1
Cc1cc(C(=O)Nc2cccc3c2O[C@H](CN(C)C(=O)Nc2ccc(F)cc2)[C@@H](C)CN([C@@H](C)CO)C3=O)n(C)n1	0.0
O=C(N[C@H]1CC[C@H](CCNC(=O)c2ccccc2F)O[C@@H]1CO)c1ccc2c(c1)OCO2	0.1
O=C(CN1CCOCC1)N1CCCCN2[C@H](CO)[C@@H](c3ccc(/C=C/c4ccccc4)cc3)[C@@H]2C1	1.3
COc1ccc(NC(=O)N[C@H]2CC[C@@H](CC(=O)NC3CCCCC3)O[C@@H]2CO)cc1	-2.9
COc1ccc(NC(=O)Nc2ccc3c(c2)CC(=O)N([C@H](C)CO)C[C@@H](C)[C@@H](CN(C)S(=O)(=O)c2c(C)noc2C)O3)cc1	-0.9
COc1ccc(S(=O)(=O)Nc2ccc3c(c2)C(=O)N([C@H](C)CO)C[C@@H](C)[C@H](CN(C)Cc2ccc(-c4ccccc4)cc2)O3)cc1	-2.4
CCC(=O)N(C)C[C@@H]1Oc2ncc(-c3ccccc3F)cc2C(=O)N([C@H](C)CO)C[C@@H]1C	3.0
C[C@@H]1CN([C@@H](C)CO)C(=O)CCCn2nncc2CO[C@@H]1CN(C)Cc1ccc(-c2ccccc2)cc1	1.3
COc1ccc(NC(=O)N(C)C[C@H]2Oc3ccc(NC(=O)Nc4ccccc4)cc3CC(=O)N([C@@H](C)CO)C[C@H]2C)cc1	0.3
CCC(=O)Nc1ccc2c(c1)C(=O)N(C)C[C@@H](OC)[C@@H](C)CN(C(=O)c1cccnc1)[C@H](C)CO2	-0.9
CCCC(=O)Nc1ccc2c(c1)C(=O)N(C)C[C@@H](OC)[C@H](C)CN(C(=O)c1ccccc1F)[C@H](C)CO2	-0.7
CCC(=O)Nc1ccc2c(c1)C(=O)N(C)C[C@H](OC)[C@@H](C)CN(C(=O)C1CCC1)[C@@H](C)CO2	0.6
C[C@@H]1CN([C@@H](C)CO)C(=O)c2cc(NC(=O)c3ccccc3)ccc2O[C@@H](C)CCCCO[C@H]1CN(C)Cc1ccc(C(=O)O)cc1	-0.4
COc1ccccc1NC(=O)N1CCCCN2[C@@H](CO)[C@@H](c3ccc(-c4cccc(C#N)c4)cc3)[C@@H]2C1	1.5
C[C@H](CO)N1C[C@H](C)[C@H](CN(C)S(=O)(=O)c2cccs2)Oc2ccc(NC(=O)CCN3CCOCC3)cc2C1=O	5.6
O=C(C1CCCC1)N1C[C@H]2[C@@H](c3ccccc31)[C@@H](CO)N2C(=O)Cc1ccccn1	2.9
O=C(C[C@@H]1CC[C@@H]2[C@H](COC[C@H](O)CN2C(=O)c2ccncc2)O1)NC1CCC1	-1.3
O=C(C[C@@H]1C[C@@H]2c3cc(NC(=O)Nc4ccccc4F)ccc3O[C@@H]2[C@@H](CO)O1)NCc1ccc(Oc2ccccc2)cc1	-1.8
O=C(C[C@@H]1C=C[C@H](NS(=O)(=O)c2ccccc2)[C@@H](CO)O1)N1CCc2ccccc2C1	1.1
O=C(NCC1CC1)[C@H]1[C@H](CO)[C@H]2Cn3c(cccc3=O)[C@H]2N1CCC(F)(F)F	-0.1
COc1ccc(S(=O)(=O)Nc2ccc3c(c2)C(=O)N([C@@H](C)CO)C[C@H](C)[C@@H](CN(C)S(=O)(=O)c2ccc(F)cc2)O3)cc1	0.4
C[C@@H]1CN([C@H](C)CO)C(=O)Cc2cc(NS(=O)(=O)c3cn(C)cn3)ccc2O[C@@H]1CN(C)C	-0.4
COc1ccc(NC(=O)Nc2ccc3c(c2)C(=O)N([C@@H](C)CO)C[C@@H](C)[C@H](CN(C)Cc2ccc(C(F)(F)F)cc2)OCCCC[C@H](C)O3)cc1	-1.5
COc1ccc(S(=O)(=O)N[C@H]2CC[C@@H](CC(=O)O)O[C@@H]2CO)cc1	3.3
O=C(C[C@H]1CC[C@@H](NC(=O)Nc2cccc(F)c2)[C@H](CO)O1)NCC1CC1	11

# Ordered by length of the SMILES (low to high): some entries from above.
structure	Mtb BioA inh
COc1ccc(NC(=O)N[C@H]2CC[C@@H](CC(=O)NC3CCCCC3)O[C@@H]2CO)cc1	-2.9
C[C@H](CO)N1C[C@H](C)[C@H](CN(C)C(=O)Nc2cccc(F)c2)Oc2ncc(C#CCN(C)C)cc2C1=O	-5.0
CCC(=O)Nc1ccc2c(c1)C(=O)N(C)C[C@@H](OC)[C@@H](C)CN(C(=O)c1cccnc1)[C@H](C)CO2	-0.9

# The listing continues:
structure	Mtb BioA inh
COc1ccc(NC(=O)N2C[C@H]3[C@@H](c4ccccc42)[C@H](CO)N3C(=O)C2CCCCC2)cc1	-1.4
CNC[C@H]1Oc2c(NS(=O)(=O)c3ccccc3)cccc2C(=O)N([C@H](C)CO)C[C@H]1C	-3.3
CC(=O)N(C)C[C@H]1Oc2cc(C#Cc3cccc(F)c3)ccc2S(=O)(=O)N([C@H](C)CO)C[C@@H]1C	7.4
CO[C@@H]1CN(C)C(=O)c2cc(NC(=O)c3cnccn3)ccc2OC[C@@H](C)NC[C@@H]1C	1.9
C[C@@H]1CN([C@H](C)CO)C(=O)c2cc(NC(=O)Nc3ccc(C(F)(F)F)cc3)ccc2O[C@@H](C)CCCCO[C@H]1CN(C)S(=O)(=O)c1ccc(F)cc1	-0.7
O=C(c1cccnc1)N1CC[C@@H]2[C@H](CO)Nc3ccc(-c4cccc(F)c4)cc3[C@@H]21	10
O=C(C[C@H]1CC[C@@H]2[C@H](COC[C@@H](O)CN2CCC(F)(F)F)O1)NCC1CCCCC1	-2.0
O=C(NC[C@@H]1[C@H](c2ccccc2)[C@@H](CO)N1C(=O)Cc1ccncc1)C1CCC1	5.5
C[C@@H]1CCCCO[C@@H](CN(C)Cc2ccccc2)[C@H](C)CN([C@H](C)CO)C(=O)c2cc(NC(=O)Cc3ccccc3)ccc2O1	2.4
C[C@@H]1CN([C@H](C)CO)S(=O)(=O)c2ccc(-c3cncnc3)cc2O[C@H]1CN(C)C(=O)C1CCCCC1	-1.3
O=C(Nc1ccccc1)N[C@@H]1CC[C@H](CCNC(=O)c2ccccc2F)O[C@@H]1CO	-1.0
Cc1noc(C)c1S(=O)(=O)N(C)C[C@@H]1Oc2ccc(NC(=O)C3CCCCC3)cc2CC(=O)N([C@@H](C)CO)C[C@@H]1C	-1.0
CS(=O)(=O)Nc1ccc2c(c1)[C@@H]1C[C@@H](CC(=O)NCc3ccc(-c4ccccc4)cc3)O[C@@H](CO)[C@@H]1O2	4.6
COc1ccc(S(=O)(=O)Nc2ccc3c(c2)C(=O)N([C@@H](C)CO)C[C@H](C)[C@H](CN(C)S(=O)(=O)c2ccc(Cl)cc2)OCCCC[C@@H](C)O3)cc1	-0.9
C/C=C/c1ccc2c(c1)O[C@@H](CN(C)S(C)(=O)=O)[C@@H](C)CN([C@H](C)CO)S2(=O)=O	3.1
O=C(C[C@H]1CC[C@@H]2[C@H](COC[C@H](O)CN2Cc2nccs2)O1)NCc1ccccc1	2.1
C[C@H]1CN([C@@H](C)CO)C(=O)Cc2cc(NS(=O)(=O)c3cccs3)ccc2O[C@@H]1CN(C)S(=O)(=O)c1ccc(F)cc1	-1.1
COc1ccc(S(=O)(=O)N(C)C[C@@H]2Oc3ccc(NC(=O)Cc4cn(C)c5ccccc45)cc3C(=O)N([C@H](C)CO)C[C@H]2C)cc1	-1.8
C[C@H](CO)N1C[C@H](C)[C@H](CN(C)Cc2ccc3c(c2)OCO3)Oc2ccc(NC(=O)Nc3ccc4c(c3)OCO4)cc2C1=O	-2.0
C[C@@H]1CN([C@H](C)CO)C(=O)c2cc(NC(=O)NC3CCCCC3)ccc2O[C@H]1CN(C)C(=O)Nc1ccc(C(F)(F)F)cc1	0.2

# 5 records drawn at random from the list so far:
structure	Mtb BioA inh
CNC[C@H]1Oc2c(NS(=O)(=O)c3ccccc3)cccc2C(=O)N([C@H](C)CO)C[C@H]1C	-3.3
O=C(C[C@H]1CC[C@@H]2[C@H](COC[C@H](O)CN2Cc2nccs2)O1)NCc1ccccc1	2.1
Cc1noc(C)c1S(=O)(=O)N(C)C[C@@H]1Oc2ccc(NC(=O)C3CCCCC3)cc2CC(=O)N([C@@H](C)CO)C[C@@H]1C	-1.0
CC(=O)N(C)C[C@H]1Oc2cc(C#Cc3cccc(F)c3)ccc2S(=O)(=O)N([C@H](C)CO)C[C@@H]1C	7.4
O=C(c1cccnc1)N1CC[C@@H]2[C@H](CO)Nc3ccc(-c4cccc(F)c4)cc3[C@@H]21	10

# The list is partial (hit frequency here may not be typical).
